Compound activity deposited in PubChem by several laboratories.
M5 ag: human M5 muscarinic receptor agonists, primary screen, CHO-K1 cells, Fluo-8 calcium fluorescence; Muscarinic acetylcholine receptor M5 (Homo sapiens), P08912; CHO-K1 hM5 cells; 0% DMSO wells, 100% maximal acetylcholine response; activation, % at 3 µM; 360,000 compounds, 0.19% hits; AID 624037, 2012;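 active means activation above the run's mean over test compounds plus 3 SD, cut at about 23% in these data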;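 further: signal is peak over basal fluorescence ratio across the kinetic read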
Target sequence (P08912 whole entry, looked up): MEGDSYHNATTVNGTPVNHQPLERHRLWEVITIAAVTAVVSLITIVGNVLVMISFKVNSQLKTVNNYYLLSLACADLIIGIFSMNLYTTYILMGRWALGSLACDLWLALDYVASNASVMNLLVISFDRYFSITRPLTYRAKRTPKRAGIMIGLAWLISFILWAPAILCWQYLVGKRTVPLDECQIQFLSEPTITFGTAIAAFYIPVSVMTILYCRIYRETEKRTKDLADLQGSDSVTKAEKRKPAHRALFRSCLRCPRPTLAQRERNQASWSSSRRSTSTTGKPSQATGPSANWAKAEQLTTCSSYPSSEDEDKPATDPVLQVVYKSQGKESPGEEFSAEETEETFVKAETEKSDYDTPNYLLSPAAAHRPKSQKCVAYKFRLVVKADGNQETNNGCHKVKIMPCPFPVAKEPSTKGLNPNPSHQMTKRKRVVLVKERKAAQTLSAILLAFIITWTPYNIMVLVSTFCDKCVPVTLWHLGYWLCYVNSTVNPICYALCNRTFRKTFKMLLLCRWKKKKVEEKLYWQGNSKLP
M4 ag: human M4 muscarinic receptor agonists, primary screen, CHO-K1 cells, Fluo-8 calcium fluorescence | Muscarinic acetylcholine receptor M4 (Homo sapiens), P08173 | CHO-K1 hM4/Gqi5; vehicle 0%, full acetylcholine response 100% | activation, % at 3 µM | 360,000 compounds, 0.14% hits | AID 624127, 2012;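 active means activation above the run mean over all test wells plus 3 SD, cut at about 32% in these data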;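 further: peak over basal fluorescence ratio per well then scaled between controls; 0% = DMSO wells and 100% = acetylcholine at EC100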
M5 antag: human M5 muscarinic receptor antagonists, primary screen, CHO cells, Fluo-8 calcium fluorescence | Muscarinic acetylcholine receptor M5 (Homo sapiens), P08912 | CHO-hM5 cells, ACh EC80 | inhibition, % at 3 µM | 360,000 compounds, 0.59% hits | AID 624040, 2012;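 active means inhibition above a per-plate cutoff, the mean of that plate's test compounds plus 3 SD, cut at about 27% in these data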;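 further: 0% = acetylcholine EC80 with DMSO and 100% = DMSO without agonist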
M1 PAM: human M1 muscarinic receptor positive allosteric modulators, primary screen, CHO-K1 cells, Fluo-8 calcium fluorescence, 1536-well. CHO-K1 hM1, ACh EC20; 0% = ACh EC20, 100% = maximal ACh. activation, % at 3 µM. 360,000 compounds, 0.088% hits. AID 588819, 2011; in the data active means activation above about 19%, passing the limit was not always enough
Target sequence (P11229 whole entry, looked up): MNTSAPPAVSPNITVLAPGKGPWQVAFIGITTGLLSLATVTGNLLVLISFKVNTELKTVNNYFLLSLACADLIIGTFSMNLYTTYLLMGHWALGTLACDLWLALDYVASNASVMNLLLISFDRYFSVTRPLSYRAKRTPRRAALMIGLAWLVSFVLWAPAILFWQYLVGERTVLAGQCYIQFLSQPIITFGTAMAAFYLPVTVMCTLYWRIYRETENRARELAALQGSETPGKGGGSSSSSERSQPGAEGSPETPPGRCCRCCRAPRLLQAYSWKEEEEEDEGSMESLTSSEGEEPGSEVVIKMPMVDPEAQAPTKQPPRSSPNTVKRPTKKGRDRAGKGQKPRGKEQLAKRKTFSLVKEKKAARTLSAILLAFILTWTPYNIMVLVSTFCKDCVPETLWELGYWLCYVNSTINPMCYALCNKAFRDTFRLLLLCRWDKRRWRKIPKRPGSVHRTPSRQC
M4 antag: human M4 muscarinic receptor antagonists, primary screen, CHO cells, Fluo-8 calcium fluorescence | Muscarinic acetylcholine receptor M4 (Homo sapiens), P08173 | CHO-hM4 cells, ACh EC80 | inhibition, % at 3 µM | 360,000 compounds, 0.73% hits | AID 624125, 2012;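 active means inhibition above its plate's cutoff, the mean inhibition of sample wells plus 3 SD, cut at about 27% in these data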;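 further: 0% = acetylcholine EC80 with DMSO and 100% = DMSO without agonist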
M4 PAM: human M4 muscarinic receptor positive allosteric modulators, primary screen, CHO-K1 cells, Fluo-8 calcium fluorescence | Muscarinic acetylcholine receptor M4 (Homo sapiens), P08173 | AID 624126, 2012 | activation, % at 3 µM | 360,000 compounds, 0.4% hits | CHO-K1 hM4/Gqi5, ACh EC20; 0% = ACh EC20, 100% = maximal ACh;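 active means activation above its plate's cutoff, the mean activation of sample wells plus 3 SD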; further: some results filed as inactive read as strong as hits
CHRM5 PAM: human M5 muscarinic receptor positive allosteric modulators, primary screen, CHO-K1 cells, Fluo-8 calcium fluorescence; Muscarinic acetylcholine receptor M5 (Homo sapiens), P08912; 360,000 compounds, 0.3% hits; CHO-K1 hM5, ACh EC20 PAM; 0% = ACh EC20, 100% = ACh EC100; AID 624038, 2012; activation, % at 3 µM;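 active means activation above the run cutoff, the mean activation of all test compounds plus 3 SD, cut at about 18% in these data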
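system = human M5 receptor in CHO-K1 cells | reagent = EC20 acetylcholine as agonist stimulus | compound dosing = single-point, 3 µM nominal | incubation = Fluo-8 loading 80 min at 37 °C plus 30 min room temperature | detection = Fluo-8 calcium dye fluorescence, kinetic read | benchmarks = low control EC20 acetylcholine (0%), high control EC100 acetylcholine (100%)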
CRFBP-R2 block: antagonists of CRF-BP/CRF-R2 complex, primary screen, cell-based, HEK293, calcium dye fluorescence, uHTS | CRF-induced calcium fluorescence | inhibition, % at 11.8 µM | 350,000 compounds, 0.59% hits;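 active means inhibition of the ligand-induced calcium signal above about 50% at the single tested concentration, limit read from the data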
CRFR2-BP ag: agonists of CRF-BP/CRF-R2 complex, primary screen, cell-based, HEK293, calcium dye fluorescence, uHTS. CRF-binding protein / CRF receptor 2 complex (human). calcium dye fluorescence (FLIPR); percent of saturating CRF peptide response. 350,000 compounds, 0.46% hits. activation, % at 13.2 µM;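 active means activation of at least 50%, plus an integration ratio under a set limit after plate pattern correction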;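 further: plate controls were neutral control wells without compound for no effect and CRF at EC100 for full effect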
Active calls of the source: *; . = not tested or not shown.

SMILES	M5 ag	M4 ag	M5 antag	M1 PAM	M4 antag	M4 PAM	CHRM5 PAM	CRFBP-R2 block	CRFR2-BP ag
Cc1ccc(N2CC(O)(c3cccs3)[N+]3=C2CCCC3)cc1 (stereo unspecified)	-15	1	42*	-22	40*	-27	-31	-14	3.5
C[C@@H]1CN([C@@H](C)CO)C(=O)CCCn2nncc2CO[C@H]1CN(C)S(=O)(=O)c1cccc(F)c1	-1	1	9	4	0	0	-3	6	3.8
CCOc1ccccc1C1CC(c2ccc(Cl)cc2)Nc2nc(N)nn21 (stereo unspecified)	5	6	-2	-1	-7	1	-2	-8	11
N#Cc1nc(COc2ccccc2)oc1NCCN1CCOCC1	-4	1	6	-5	0	-3	-4	5	4.7
Oc1ccc(N=Nc2ccc3c(c2)OCCO3)c2ncccc12	28*	37*	36*	-12	30*	-33	-35	19	-1.4
COc1cccc(CNC(=O)C2CCN(S(=O)(=O)c3ccc4c(c3)OCCO4)CC2)c1	2	2	-4	2	10	-4	1	7	-0.7
CN(C)c1ccc(C2CC(=O)NC3=C2C(=O)CC(C)(C)C3)cc1 (stereo unspecified)	-6	0	7	-7	4	-6	-7	3	-1.0
CCNC(=O)C1(C)CCN(C(=O)c2c(-c3ccccc3)noc2C)C1 (stereo unspecified)	-1	0	-1	-1	2	-6	3	.	.
O=C(COC(=O)c1n[nH]c(=O)c2ccccc12)Nc1ccccc1F	2	0	5	4	-6	4	4	2	1.2
CCOc1ccccc1N1CCN(C(=O)c2cccs2)CC1	6	4	-3	4	2	-4	-3	-14	0.0
O=C(COC(=O)/C=C/c1ccc([N+](=O)[O-])cc1)NCC1CCCO1 (stereo unspecified)	0	3	14	0	5	-9	-10	-9	1.7
COc1ccc(-c2csc3ncnc(NCCCO)c23)cc1	4	6	2	2	2	-3	-7	4	0.1
CCN1CCN(c2ccc(NC(=O)c3ccc4c(c3)OCO4)cc2)CC1	-7	2	-11	-8	-13	1	0	-58	-1.5
O=C(CNC(=O)c1nc[nH]c1C(=O)N1CCc2ccccc2C1)OCc1ccccc1	-6	20	27*	-7	29*	-7	-30	2	-1.5
Cc1ccnc(NC(=O)C23CC4CC(CC(C4)C2)C3)c1	3	-1	6	8	-13	8	-8	-12	-1.9
Cc1ccc(NC(=O)COc2cccc(C)c2C)cc1S(=O)(=O)N1CCCCCC1	0	8	15	-8	7	-7	-12	4	4.4
COC(=O)C(NC(C)=O)(Nc1nc(C)cs1)C(F)(F)F (stereo unspecified)	1	1	-4	3	-4	1	3	-6	0.8
CCc1ccccc1OCC(=O)Nc1cccc(S(=O)(=O)NC2=NCCC2)c1	-2	3	3	1	2	-3	-3	1	-0.4
Cc1ccc(S(=O)(=O)N2CCC(C(=O)Nc3ccccc3N3CCCC3)CC2)c(C)c1	-4	0	5	-1	3	-6	7	5	-2.2
C#CCN1C(=O)C(O)(CC(=O)/C=C/c2ccco2)c2ccccc21 (stereo unspecified)	-4	2	5	0	-2	-4	4	-2	2.3
COc1ccc(NC(=O)N2CCN(c3ccc([N+](=O)[O-])cc3)CC2)cc1OC	4	8	4	3	4	0	-4	18	-0.1
Cc1c(OCC(=O)N2CCC(C(=O)O)CC2)ccc2c3c(c(=O)oc12)CCCC3	2	1	3	1	5	-1	-1	-14	1.3
COc1ccc2ccccc2c1CN1CCCC(CO)C1 (stereo unspecified)	0	1	-6	8	-15	2	5	-43	-1.0
CC(Sc1nc2ncc(Cl)cc2[nH]1)C(=O)c1c(N)n(C)c(=O)n(C)c1=O (stereo unspecified)	1	0	-6	10	-2	5	6	-7	-0.7
O=c1n(Cc2ccccc2)c(O)c2n1Cc1ccccc1N=C2c1ccc(C(F)(F)F)cc1	0	1	8	-7	8	-6	-3	.	.
Cc1ccc(N2C(=O)C(NC(=O)c3ccccc3)(C(F)(F)F)C3=C2CC(C)(C)CC3=O)cc1 (stereo unspecified)	-2	1	-4	7	-9	2	-1	2	-1.9
O=C1c2cccc3cccc(c23)C(=O)N1CCCN1CCN(c2ccc(F)cc2)CC1	-2	5	4	-4	-1	-11	-1	0	-2.2
CC(=O)N(CCC(c1ccccc1)c1ccco1)Cc1cccs1 (stereo unspecified)	-4	2	-5	-7	-2	-6	-3	30	-1.9
O=C(c1ccccc1)c1ccc(CN2C(=O)c3ccccc3C2=O)o1	1	8	-5	-3	1	-6	-2	41	-1.6
COc1ccc(CNC(=O)CSc2nnc(C)c(=O)[nH]2)cc1	1	0	10	5	-7	-8	-5	-1	0.3
CCc1cc(=O)oc2cc(C)cc(OC(C)C(=O)O)c12 (stereo unspecified)	-3	1	4	8	-6	12	0	-8	3.5
COc1ccccc1NC(=O)CSc1nnc(Cn2c(=O)sc3ccccc32)n1C	0	0	-3	13	5	-4	0	-4	-0.4
O=C(CSc1nc2ccc(Nc3nc(N4CCOCC4)nc(N4CCOCC4)n3)cc2s1)N1CCOCC1	-2	2	-1	-5	-6	10	7	-10	3.4
c1ccc(CSc2cc3ccccc3[nH]2)cc1	-6	-1	12	-8	-4	-3	-4	9	0.2
COc1ccccc1-c1nnc(NC(=O)C2=COCCO2)o1	-1	0	2	-2	7	-6	-4	15	-1.2
CC1(NC(=O)c2cc(-c3cccs3)nn2-c2ccccc2)CCS(=O)(=O)C1 (stereo unspecified)	1	2	7	-1	-5	5	-2	12	-1.4
CCNC(=O)C(Cc1ccccc1)NC(=O)OCc1ccccc1 (stereo unspecified)	-2	6	17	-3	2	7	-6	8	-3.6
COc1ccc(C2=NS(=O)(=O)N(C)C(C(=O)NC(C)c3ccccc3)=C2)cc1OC (stereo unspecified)	3	7	4	1	4	-2	-7	18	-1.4
Cc1cc(=O)n(-c2ccc(O)cc2)[nH]1	3	0	1	8	2	3	3	12	-0.9
O=C(CSc1nnc2c(n1)[nH]c1ccc(F)cc12)OCc1ccccc1	0	2	-7	15	-4	8	3	12	-2.0
CC(NC(=O)c1cccc(Br)c1)c1ccccc1 (stereo unspecified)	-1	0	-4	8	-1	-1	-4	6	-2.5
NNc1nc(NCc2ccccc2)nc(N2CCOCC2)n1	-5	-1	1	3	2	-6	2	4	3.0
COc1ccc(Br)cc1C(=O)Nc1cc(C)cc(C)c1	-8	0	8	-7	9	1	-5	-7	0.2
CC(C)C(=O)Nc1c(-c2ccccc2)c(=O)c2ccccc2n1C	0	0	12	-2	-5	-6	-7	-10	-1.0
COC(=O)C[C@@H]1CC[C@@H](NC(=O)NC2CCCC2)[C@@H](CO)O1	0	1	-7	.	4	1	2	.	.
CC1(C)Cc2c(C#N)c(N3CCN(C(=O)c4ccco4)CC3)nc(Cc3ccccc3)c2CO1	-1	1	1	-6	-3	0	-4	28	1.4
COC(=O)c1ccc(C(NC(=O)OCc2ccccc2)/C(C)=C/[C@@H](C)C(=O)NCc2ccc(OC)c(OC)c2)cc1 (stereo partly specified)	1	16	13	-13	12	-10	-23	2	-0.1
COC(=O)N[C@@H]1C[C@H]2[C@@H]3CC[C@H]4C[C@@H](OC)CC[C@]4(C)[C@H]3CC[C@@]12C	-10	2	11	-4	3	-9	-6	-7	0.9

In the list so far, 2 contain a COOH group.
SMILES	M5 ag	M4 ag	M5 antag	M1 PAM	M4 antag	M4 PAM	CHRM5 PAM	CRFBP-R2 block	CRFR2-BP ag
Cc1c(OCC(=O)N2CCC(C(=O)O)CC2)ccc2c3c(c(=O)oc12)CCCC3	2	1	3	1	5	-1	-1	-14	1.3
CCc1cc(=O)oc2cc(C)cc(OC(C)C(=O)O)c12 (stereo unspecified)	-3	1	4	8	-6	12	0	-8	3.5

Next section:
SMILES	M5 ag	M4 ag	M5 antag	M1 PAM	M4 antag	M4 PAM	CHRM5 PAM	CRFBP-R2 block	CRFR2-BP ag
CC(C(=O)N(C)C1CCCCC1)N1CCC(C(N)=O)CC1 (stereo unspecified)	-5	2	6	12	-4	6	1	-9	-0.6
COc1cccc(-c2cc(C(=O)NC3CCCC3)no2)c1	-1	1	-10	-3	-22	3	1	-2	0.8
CC(=O)Nc1ccc(/C=C(\C#N)C(=O)NC2CCCCC2C)cc1 (stereo unspecified)	-4	0	-8	-3	3	-5	4	-10	-0.6
Cc1ccc(C(=O)N/C(=C/c2ccco2)C(=O)OCN2C(=O)c3ccccc3C2=O)cc1	0	2	8	3	2	-4	-5	13	-0.6
CCOC(=O)CNC(=O)CSc1nnc(NC(=O)c2ccc(C)cc2)s1	-1	1	16	10	-1	2	1	-5	-4.5
CN(C(=O)c1cccc(NC(=O)Cc2ccc(NC(=O)C3CCN(S(=O)(=O)c4cccc([N+](=O)[O-])c4)CC3)cc2)c1)C1CCCCC1	0	1	-9	1	-3	1	2	-14	2.1
COc1cccc2c(=O)n(CC(=O)Nc3cccc(F)c3)ccc12	1	2	1	9	-6	3	-1	-2	-1.1
Cc1ccc(NC(=O)C2(C)CCN2Cc2cccc3c2OCO3)cc1O (stereo unspecified)	-1	12	6	-7	-11	-7	-15	.	.
Cc1cccc(-c2noc(CCC(=O)Nc3ccccc3)n2)c1	2	8	8	-8	5	1	-9	12	1.6
O=C(COC(=O)c1ccc[nH]c1=O)NC1CC1	2	1	-1	3	8	-2	8	-4	-0.4
CCCCN1C[C@H](Cc2ccccc2)[C@@H](CC(=O)NC)C1=O	1	1	-1	18	-5	5	2	1	-0.6
COc1ccc(S(=O)(=O)N(C)C[C@H]2Oc3ccc(NC(=O)C4CC4)cc3C(=O)N([C@H](C)CO)C[C@@H]2C)cc1	0	3	11	8	21	17	-6	-5	-1.4
CCCCn1nnnc1C(c1ccc(OC)cc1)N1CCN(C/C=C/c2ccccc2)CC1 (stereo unspecified)	-7	1	23	-26	21	-13	-22	.	.
COc1ccc(/C=C(/NC(=O)c2ccc(Br)o2)C(=O)Nc2cccc(C(=O)O)c2)cc1	2	2	-8	4	-1	1	-1	13	0.7
CC1CCN(C(=O)CCCOc2ccc(Cl)cc2)CC1	-8	1	5	2	-1	-4	-16	-6	0.4
COc1ccc(Nc2cc(C)c3ccccc3n2)cc1	-10	-1	7	-6	0	-3	0	-24	0.2
CCOC(=O)c1cccc(NC(=O)CSc2nnc(COc3ccc(Cl)cc3)o2)c1	0	1	-4	8	4	2	0	8	-1.6
O=C(NCCO)/C(=C\c1ccc2c(c1)OCO2)NC(=O)c1ccc(Br)cc1	-1	0	12	-5	9	-7	-8	-19	-0.4

An unsorted share of the library; any-hit rate near 2.6%.
